Gli-Sufu block: blocks Gli-Sufu signaling in a luciferase reporter. Sufu-KO-LIGHT fibroblasts, Gli luciferase reporter luminescence. inhibition, % at 5 µM. hit rate 0.74% among 340,000. AID 588413;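 active = inhibition above about 55%, limit read from the data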;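 also: 0% = DMSO-treated cells and 100% = wells with medium but no cells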
Jurkat NFkB inh: lowers PMA/ionomycin-induced NF-kB signal in Jurkat cells; PMA/ionomycin-induced NF-kB luciferase reporter, luminescence; inhibition, % at 4 µM; hit rate 0.53% among 330,000; in the data active = inhibition above about 50%
Mdm2-MdmX inh: disrupts the human Mdm2-MdmX interaction; O15151+Q00987; SaOS-2 split-luciferase Mdm2/MdmX complementation, luminescence; inhibition, % at 8 µM; hit rate 3% among 330,000;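 active = inhibition of at least 50% at 8 µM in the primary screen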
CCR6 antag: blocks CCL20-driven beta-arrestin recruitment at human CCR6; P51684; hit rate 0.49% among 340,000; AID 493098; inhibition, % at 20 µM; CHO-K1 CCR6 PathHunter beta-arrestin, luminescence, CCL20-stimulated;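 active = compounds whose inhibition of the agonist-driven luminescence signal at 20 µM reaches about 50%, limit read from the data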;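 also: cells stimulated with CCL20 at 14 nM final; plate controls were DMSO with CCL20 for no effect and DMSO without agonist for full effect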
Target sequence (P51684 whole entry, looked up): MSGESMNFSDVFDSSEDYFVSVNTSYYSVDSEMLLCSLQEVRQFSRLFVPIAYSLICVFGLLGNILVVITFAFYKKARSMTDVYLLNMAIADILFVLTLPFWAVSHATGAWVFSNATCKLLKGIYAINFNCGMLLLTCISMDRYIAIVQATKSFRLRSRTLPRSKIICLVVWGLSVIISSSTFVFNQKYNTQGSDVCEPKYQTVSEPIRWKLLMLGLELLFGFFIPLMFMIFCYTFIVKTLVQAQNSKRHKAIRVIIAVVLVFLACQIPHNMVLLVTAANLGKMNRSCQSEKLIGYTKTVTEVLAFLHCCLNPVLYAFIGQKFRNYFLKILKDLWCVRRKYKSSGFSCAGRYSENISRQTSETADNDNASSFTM
EBI2 block: antagonists of human EBI2 receptor; hit rate 0.81% among 360,000; EBI2 beta-arrestin recruitment, luminescence, 7a,25-OHC stimulated; inhibition, % at 5 µM; P32249; in the data active = inhibition above about 38%;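 also: enzyme fragment complementation signal reports receptor beta-arrestin coupling in cells; 0% = agonist plus DMSO wells and 100% = wells without agonist; some results beyond the cut were filed as inactive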
CHOP UPR activ: activators of apoptotic arm of unfolded protein response (CHOP); activation, % at 10 µM; hit rate 0.34% among 330,000; CHO-CHOP luciferase reporter, UPR activation, luminescence; percent of tunicamycin response over DMSO baseline;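 active = at 10 µM dose, activation of 40% or more, normalized to positive control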;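 also: 100% = tunicamycin at 10 µg/mL and 0% = DMSO alone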
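System: CHO-CHOP luciferase reporter cell line; amount: 500 cells/well; buffer or medium: F12 medium containing 10% fetal bovine serum; incubation: 6 h compound exposure at 37 °C after overnight seeding; measured by: luciferase luminescence after 10 min with Steady-Glo reagent; evaluation: % reporter activation, DMSO baseline versus tunicamycin full activation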
XBP1 UPR activ: adaptive UPR (XBP1) activation. CHO-XBP1 luciferase reporter, IRE1-XBP1 UPR activation, luminescence; percent of tunicamycin response, DMSO as zero. hit rate 0.33% among 330,000. AID 463104. activation, % at 20 µM;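 active = versus positive control, 20 µM dose yields 30% or more activation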;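 also: 100% = tunicamycin at 10 µg/mL and 0% = DMSO only wells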
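Material: CHO cell line with stable XBP1 luciferase reporter; schedule: 16-18 h cell attachment at 37 °C, then 6 h compound exposure; signal: glow luminescence from Steady-Glo reagent; medium: serum-containing F12 medium, 10% FBS; benchmarks: tunicamycin 10 µg/mL and vehicle-only wells; read-out: percent activation relative to tunicamycin reference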
CXCR6 block: blocks human CXCR6 beta-arrestin recruitment; O00574; CHO-K1 PathHunter CXCR6 beta-arrestin, luminescence; inhibition, % at 20 µM; hit rate 0.36% among 360,000; AID 602244; in the data active = inhibition above about 34%, passing the limit was not always enough;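 also: antagonist mode with CXCL16 agonist at 10 nM final; 0% = 10 nM CXCL16 with DMSO and 100% = unstimulated wells without agonist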
Target sequence (O00574 whole entry, looked up): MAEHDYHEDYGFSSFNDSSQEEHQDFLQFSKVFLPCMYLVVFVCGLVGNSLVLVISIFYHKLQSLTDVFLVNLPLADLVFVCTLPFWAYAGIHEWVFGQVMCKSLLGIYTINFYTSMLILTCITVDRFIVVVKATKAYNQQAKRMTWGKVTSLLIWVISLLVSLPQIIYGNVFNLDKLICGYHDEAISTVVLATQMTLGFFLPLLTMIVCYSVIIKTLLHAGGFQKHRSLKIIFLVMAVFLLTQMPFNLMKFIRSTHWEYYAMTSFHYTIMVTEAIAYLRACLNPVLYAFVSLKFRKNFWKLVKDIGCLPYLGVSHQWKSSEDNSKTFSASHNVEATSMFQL
697 NFkB inh: inhibitors of the PMA/ionomycin-induced NF-kB reporter in 697 B cells | AID 435022 | 697 B-cell NF-kB luciferase reporter, 16 h | inhibition, % at 4 µM | hit rate 0.33% among 330,000; in the data active = inhibition above about 35%
An asterisk follows results filed as active; nt = not tested or not shown; & = joins results of further samples. No enrichment for hits; 5% or so of the library scored in one or more.

SMILES | Gli-Sufu block | Jurkat NFkB inh | Mdm2-MdmX inh | CCR6 antag | EBI2 block | CHOP UPR activ | XBP1 UPR activ | CXCR6 block | 697 NFkB inh
COc1ccc(CC(=O)NCC(=O)N/N=C/c2sccc2C)cc1 | -8 | -10 | 37 | 18 | 10 | 1.8 | -4 | 3 | -12
CC1(C)CC(=O)C(N=Nc2ccc(Br)cc2)=C(O)C1 | -20 | -6 | -1 | 14 | -8 | 5.6 | 3 | 2 | -15
CCOc1ccccc1N(C(=O)CNC(=O)c1ccco1)C(C(=O)NC1CCCC1)c1ccncc1 (configuration not stated) | 12 | -14 | 13 | 9 | 3 | -2.2 | -7 | -6 | 8
COCCNS(=O)(=O)c1cc(C)c(C)cc1C | -17 | 13 | -12 | 16 | -1 | 2.6 | -1 | 7 | 25
COc1ccc(NC(=O)CCC(=O)Nc2nnc(CC(C)C)s2)cc1Cl | 14 | 12 | 14 | -6 | -1 | 3.5 | 1 | -7 | -2
COc1ccc2cc(C(=O)NC3CCCCC3)c(=O)oc2c1 | 23 | nt | nt | 3 | -2 | nt | nt | -6 | nt
Cc1cc2oc(=O)cc(CN3CCOCC3)c2cc1Cl | 9 | 9 | 10 | 9 | 3 | 0.3 | -3 | 0 | -12
O=c1[nH]c(/C=C/c2ccc(Cl)cc2Cl)c([N+](=O)[O-])c(=O)[nH]1 | 0 | -16 | -10 | 3 | 2 | 0.8 | -4 | -8 | -43
O=C(c1ccccc1F)N1CCC(O)(c2cccnc2)CC1 | -19 | -9 | -8 | -2 | 2 | -0.2 | 1 | 7 | -15
Cc1ccc(NC(=O)CN(C)C(=O)c2cn(Cc3ccccc3)nc2-c2cccnc2)cc1 | 5 | -11 | 20 | 14 | 5 | -0.2 | 0 | 2 | 28
COc1ccc(N=C/C=C2/C=C(c3ccccc3)OC(C)(C)O2)cc1 | -9 | 0 | 26 | 16 | 0 | 0.8 | -2 | 0 | 24
O=C(c1ccccc1Cl)N1CCN(S(=O)(=O)c2cccs2)CC1 | 3 | -1 | 15 | 10 | 1 | 0.1 | -4 | -10 | 8
NC(=O)SCC(=O)Nc1ccc(Cl)cc1 | -6 | -8 | -2 | 2 | 34 | -1.5 | 3 | 3 | 3
O=C(COC(=O)CN1C(=O)NC2(CCCC2)C1=O)Nc1c(Cl)cccc1C(F)(F)F | 5 | -1 | -1 | 0 | -11 | 0.4 | -1 | -5 | 14
CCOc1ccc(-c2nnc(SCC(=O)Nc3cc(C)on3)o2)cc1 | 14 | -17 | -23 | -2 | -4 | -4.8 | -3 | -7 | 35
O=C(NCCc1ccccc1)c1cccc(N2C(=O)C3CC=CCC3C2=O)c1 (configuration not stated) | 0 | 1 | 11 | 6 | 11 | 2.3 | 0 | -4 | 14
COc1ccc(CCCN2CCC(CN3C(=S)NC[C@@H]3Cc3ccccc3)CC2)cc1OC | 9 | nt | nt | 12 | -4 | nt | nt | 6 | nt
COC(=O)Nc1nnc(COc2ccccc2)s1 | 24 | -7 | -27 | -8 | 5 | 1.8 | 1 | -13 | -7
CNc1ccc(/C=C/C(=O)c2cccc3ccccc23)cc1[N+](=O)[O-] | -15 | -5 | 21 | 39 | 21 | 0.4 | 6 | 19 | 14
CCOC(=O)N1CCC(Nc2c(NCCCN(CC)Cc3ccccc3)c(=O)c2=O)CC1 | 2&5 | -1 | 23 | -6&5 | 3&-7 | 0.0 | -2 | 0&-3 | 8

Whole records from above. Values in the order: Gli-Sufu block | Jurkat NFkB inh | Mdm2-MdmX inh | CCR6 antag | EBI2 block | CHOP UPR activ | XBP1 UPR activ | CXCR6 block | 697 NFkB inh
COc1ccc(N=C/C=C2/C=C(c3ccccc3)OC(C)(C)O2)cc1 is listed as -9 | 0 | 26 | 16 | 0 | 0.8 | -2 | 0 | 24
O=C(NCCc1ccccc1)c1cccc(N2C(=O)C3CC=CCC3C2=O)c1 (configuration not stated) is listed as 0 | 1 | 11 | 6 | 11 | 2.3 | 0 | -4 | 14
CCOc1ccc(-c2nnc(SCC(=O)Nc3cc(C)on3)o2)cc1 is listed as 14 | -17 | -23 | -2 | -4 | -4.8 | -3 | -7 | 35
COC(=O)Nc1nnc(COc2ccccc2)s1 is listed as 24 | -7 | -27 | -8 | 5 | 1.8 | 1 | -13 | -7

Later entries:
SMILES | Gli-Sufu block | Jurkat NFkB inh | Mdm2-MdmX inh | CCR6 antag | EBI2 block | CHOP UPR activ | XBP1 UPR activ | CXCR6 block | 697 NFkB inh
COc1ccc2c(c1)CC/C2=N\OC(=O)c1ccccc1OC | -36 | -28 | 0 | 11 | 3 | 2.4 | 2 | 10 | -21
CCCCNC(=O)N1CCN(S(C)(=O)=O)CC1 | 7 | 2 | -18 | -5 | -4 | -1.0 | -2 | 7 | -2
Cc1cccc(OCc2ccc(C(=O)Nc3ccc(F)cc3)cc2)c1 | -9 | 20 | -13 | 9 | 7 | 0.3 | 1 | -12 | -34
CC1CC(C)(C)Nc2ccc(OC(=O)c3ccco3)cc21 (configuration not stated) | 9 | 4 | 32 | 16 | -28 | -0.2 | -14 | 5 | 53*
CC1(C)C(/C=C/C=C/C=C/C=C2\N(CCCCS(=O)(=O)O)c3ccc4ccccc4c3C2(C)C)=[N+](CCCCS(=O)(=O)[O-])c2ccc3ccccc3c21 | 6 | 18 | 30 | 46 | -3 | -0.8 | -7 | 18 | 16
COc1cccc(NC(=O)CCCn2c(=O)[nH]c3ccccc3c2=O)c1 | -2 | -10 | -24 | 8 | -1 | 0.2 | -3 | -1 | -8
COc1cccc(C2C(C#N)=C(N)N(N(C)C)C3=C2C(=O)CCC3)c1 (configuration not stated) | 10 | -24 | -34 | 4 | -1 | -1.4 | 1 | -3 | 12
CCNc1nc(NCC)nc(ON=C(C)C)n1 | nt | 2 | -3 | nt | nt | -2.7 | 2 | nt | 6

Of the compounds above, 6 contain a Cl atom.
SMILES | Gli-Sufu block | Jurkat NFkB inh | Mdm2-MdmX inh | CCR6 antag | EBI2 block | CHOP UPR activ | XBP1 UPR activ | CXCR6 block | 697 NFkB inh
COc1ccc(NC(=O)CCC(=O)Nc2nnc(CC(C)C)s2)cc1Cl | 14 | 12 | 14 | -6 | -1 | 3.5 | 1 | -7 | -2
Cc1cc2oc(=O)cc(CN3CCOCC3)c2cc1Cl | 9 | 9 | 10 | 9 | 3 | 0.3 | -3 | 0 | -12
O=c1[nH]c(/C=C/c2ccc(Cl)cc2Cl)c([N+](=O)[O-])c(=O)[nH]1 | 0 | -16 | -10 | 3 | 2 | 0.8 | -4 | -8 | -43
O=C(c1ccccc1Cl)N1CCN(S(=O)(=O)c2cccs2)CC1 | 3 | -1 | 15 | 10 | 1 | 0.1 | -4 | -10 | 8
NC(=O)SCC(=O)Nc1ccc(Cl)cc1 | -6 | -8 | -2 | 2 | 34 | -1.5 | 3 | 3 | 3
O=C(COC(=O)CN1C(=O)NC2(CCCC2)C1=O)Nc1c(Cl)cccc1C(F)(F)F | 5 | -1 | -1 | 0 | -11 | 0.4 | -1 | -5 | 14

From PubChem BioAssay
